Assay outcomes from PubChem BioAssay.
CHO-K1 Ca antag = counter-screen for M1 antagonists: effect in parental CHO-K1 cells | ATP-induced calcium, Fluo-8 fluorescence | inhibition, % at 3 µM | 360,000 tested, 0.6% active;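 active = inhibition above a per-plate cutoff, the plate's mean sample inhibition plus 3 SD, cut at about 24% in these data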;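 also: 0% = DMSO plus EC80 ATP and 100% = DMSO alone without ATP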
TAAR1 agonist = human TAAR1 agonists, primary screen, Fluo-8 calcium fluorescence, CHO RD-HGA16 cells; vehicle wells 0%, saturating PEA agonist 100%; 360,000 tested, 0.99% active; activation, % at 3 µM;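 active = activation above the mean activation of all test compounds in the run plus 3 SD, cut at about 38% in these data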
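Test system: RD-HGA16 (CHO) cells co-expressing Gα16 and hTAAR1 | Doses: Single dose, 3 µM | Schedule: 17-24 h seeding, 75 min 37 °C dye, 30 min RT | Evaluation: % activation from peak over basal fluorescence ratio, DMSO-to-PEA scaled | Technique: Kinetic Fluo-8 calcium fluorescence | Benchmarks: Low control DMSO, high control PEA (EC100)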
M1 ag parental = counter-screen for M1 agonists: effect in parental CHO-K1 cells; Fluo-8 calcium fluorescence; scaled to maximal ATP response, vehicle zero; activation, % at 3 µM; 360,000 tested, 0.48% active; in the data active = activation above about 15%;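 also: untransfected CHO-K1 host cells lacking M1 receptor as counterscreen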
M1 PAM parental = nonselective calcium activators in parental CHO-K1 cells, primary screen, counter-screen for M1 PAM project, cell-based, Fluo-8 calcium fluorescence, full deck, 1536-well; ATP EC20; 0% at ATP EC20, 100% at ATP max; activation, % at 3 µM; 360,000 tested, 0.02% active;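 active = activation above the run cutoff, the mean activation of all test compounds plus 3 SD, cut at about 40% in these data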;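 also: peak over basal fluorescence ratio in a 140 s read after ATP addition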
V1aR counter = agonists of human V1a receptor, primary screen, counter-screen for OXTR agonist project, fluorescence, CHO-V1R cells | Fluo-8 calcium fluorescence, agonist mode; 0% DMSO, 100% 3 nM vasopressin | Vasopressin V1a receptor (Homo sapiens), P37288 | 320,000 tested, 0.25% active | activation, % at 3 µM | AID 2797, 2010;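 active = activation above the mean activation of all tested compounds plus 3 SD, per screening run, cut at about 20% in these data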;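 also: signal is peak over basal fluorescence ratio across a 100 second FLIPR read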
Target sequence (P37288 whole entry, looked up): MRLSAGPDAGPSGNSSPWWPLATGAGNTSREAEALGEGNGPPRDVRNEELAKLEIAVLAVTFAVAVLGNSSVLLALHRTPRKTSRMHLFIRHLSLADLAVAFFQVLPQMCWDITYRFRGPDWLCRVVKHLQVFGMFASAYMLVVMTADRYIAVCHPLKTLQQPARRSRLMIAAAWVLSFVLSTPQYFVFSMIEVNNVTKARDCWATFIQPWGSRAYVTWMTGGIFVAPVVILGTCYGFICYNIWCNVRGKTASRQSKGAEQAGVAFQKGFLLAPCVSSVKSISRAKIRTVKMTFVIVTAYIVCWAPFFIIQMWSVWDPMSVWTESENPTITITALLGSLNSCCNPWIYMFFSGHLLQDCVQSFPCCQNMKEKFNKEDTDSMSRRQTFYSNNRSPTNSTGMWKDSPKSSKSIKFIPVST
TAAR1 antag = human TAAR1 antagonists, primary screen, Fluo-8 calcium fluorescence, CHO RD-HGA16 cells. antagonist. Trace amine-associated receptor 1 (Homo sapiens), Q96RJ0. inhibition, % at 3 µM. 360,000 tested, 1.5% active;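 active = inhibition above a per-plate cutoff, the mean inhibition of test compounds on that plate plus 3 SD, cut at about 49% in these data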;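 also: 0% = DMSO plus EC80 beta-PEA response and 100% = DMSO alone without agonist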
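Test system: CHO RD-HGA16 cells bearing hTAAR1 | Reagent: β-PEA, EC80 | Compound dosing: 3 µM, single point | Schedule: Dye loading 75 min at 37 °C, then 30 min room temperature | Signal: Calcium fluorescence with Fluo-8 | Evaluation: Percent inhibition of PEA-evoked calcium signal, max/basal emission ratio | Control set: DMSO-only wells and EC80 β-PEA-stimulated wells | Repeats: Singlicate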
CHO parental Ca = ATP-evoked calcium signal inhibitors, parental CHO, primary screen, counter-screen for OX1R antagonist project, cell-based, fluorescence, Fluo-8 calcium dye; AID 463079, 2010; 330,000 tested, 0.63% active; inhibition, % at 5.6 µM; parental CHO-K1, ATP-induced calcium, Fluo-8 fluorescence;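 active = inhibition above that plate's mean sample inhibition plus 3 SD, cut at about 26% in these data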;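 also: 0% = ATP-challenged DMSO wells and 100% = DMSO wells without ATP; some compounds past the cut are filed as inactive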
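Assay system – parental CHO cells · Reagent – ATP stimulus · Detection – intracellular calcium via Fluo-8 no-wash fluorescent dye · Evaluation – percent inhibition of ATP-evoked calcium rise, normalized to controls · Controls – ATP wells versus no-ATP DMSO wells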
CHRM1 agonist = human M1 muscarinic receptor agonists, primary screen, Fluo-8 calcium fluorescence, CHO-K1 cells, HTS; Muscarinic acetylcholine receptor M1 (Homo sapiens), P11229; CHO-K1 hM1, agonist mode; 0% DMSO, 100% acetylcholine EC100; activation, % at 3 µM; 360,000 tested, 0.33% active; AID 588814, 2011;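 active = activation above the run's mean compound activation plus 3 SD, cut at about 16% in these data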;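 also: peak over basal fluorescence ratio within a 140 s kinetic read after compound addition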
Target sequence (P11229 whole entry, looked up): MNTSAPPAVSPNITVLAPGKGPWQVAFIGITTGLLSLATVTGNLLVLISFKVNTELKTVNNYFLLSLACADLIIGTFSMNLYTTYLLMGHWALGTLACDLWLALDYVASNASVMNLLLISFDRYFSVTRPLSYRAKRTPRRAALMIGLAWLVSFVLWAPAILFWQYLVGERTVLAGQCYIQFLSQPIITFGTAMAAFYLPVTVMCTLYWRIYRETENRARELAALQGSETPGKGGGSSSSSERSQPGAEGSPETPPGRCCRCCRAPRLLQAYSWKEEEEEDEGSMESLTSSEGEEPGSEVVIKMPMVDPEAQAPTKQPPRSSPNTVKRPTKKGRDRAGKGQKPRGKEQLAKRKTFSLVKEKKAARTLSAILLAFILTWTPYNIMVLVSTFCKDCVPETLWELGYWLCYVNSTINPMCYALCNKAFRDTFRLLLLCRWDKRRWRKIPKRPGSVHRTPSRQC
OXTR potentiator = human OXTR potentiators, primary screen, fluorescence, CHO-OTR cells, Fluo-8 calcium; activation, % at 3 µM; 320,000 tested, 0.061% active; Fluo-8 calcium fluorescence, potentiator mode; 0% = oxytocin EC15, 100% = EC100; Oxytocin receptor (Homo sapiens), P30559;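 active = activation above that plate's cutoff, the mean activation of tested compounds plus 3 SD, cut at about 6.6% in these data, passing the limit was not always enough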;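 also: 100% uses oxytocin at 75 nM as the full agonist control; some results filed as inactive read as strong as hits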
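test system = CHO-OTR cells, human receptor | compound = single-point 3.0 µM | schedule = 6 min compound pre-incubation at room temperature, 100 s kinetic read | signal = Fluo-8 no-wash calcium dye fluorescence, excitation 470-495 nm, emission 515-575 nm | repeats = single well per compound, singlicate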
The depositor's hits bear a star; . = no result given; & = joins results of further samples.

SMILES	CHO-K1 Ca antag	TAAR1 agonist	M1 ag parental	M1 PAM parental	V1aR counter	TAAR1 antag	CHO parental Ca	CHRM1 agonist	OXTR potentiator
COc1cc(C(=O)OCCCN2CCOCC2)cc(OC)c1OC	-2	2	0.2	-5	.	1	.	-3	.
CC(C)(C)c1ccc(S(=O)(=O)N2CCN(CC(=O)N3CC(=O)Nc4ccccc43)CC2)cc1	-1	1	3.6	18	3.7	3	-14	-4	-10
COc1ccc(OC)c(NC(=O)c2ccc(S(=O)(=O)N3CCN(C)CC3)cc2)c1	0	2	0.4	11	0.0	-2	3	-5	-3
CCn1ncc(C(=O)Nc2ccc(F)cc2)c1C	-8	0	0.1	15	-0.1	-6	-6	-2	-4
COc1ccc2cc(S(=O)(=O)c3ccccc3)c(=O)oc2c1	-8	2	2.0	4	0.9	-13	3	0	-11
N=c1n(N)c2ccccc2n1CC(=O)c1ccc(Br)cc1	-13	2	0.4	19	-1.5	-18	-14	-9	-15
COc1ccccc1C(=O)COC(=O)Cn1nc(C)c([N+](=O)[O-])c1C	9	2	7.4	9	1.9	-25	-18	-2	1
CNc1oc(C)nc1S(=O)(=O)c1ccccc1	-20	9	0.3	23	0.0	10	-6	-2	-6
CN(C)CCCNC(=S)N1CCn2c(nc3ccccc32)C1	1	4	-0.1	-6	0.6	-11	3	-8	-6
O=C(NCCCO)/C(=C/c1ccc(-c2cccc([N+](=O)[O-])c2)o1)NC(=O)c1ccccc1	-3	1	0.9	3	-0.6	11	-7	-3	-4
Cc1cccc(OCCN2C(=O)c3ccccc3C2=O)c1	-1	6	-0.1	-14	-1.1	0	-15	-3	2
COc1ccc(CNC(=O)C(c2ccco2)N(C(=O)CNS(=O)(=O)c2ccccc2)c2ccccc2C)cc1 (stereo unspecified)	11	14	54*	14	11	33	-20	-7	-19
O=C(COC(=O)c1n[nH]c2ccccc12)NC1CCCCC1	-11	2	0.7	12	1.0	8	-11	1	-1
COc1ccc(F)c(CN(C)CC2CCCN(CCc3ccc(F)cc3)C2)c1 (stereo unspecified)	2	0	0.6	11	-0.4	-26	-26	-8	2
COc1ccc(Cc2nnc(NC(=O)C(C)C)s2)cc1	-13	3	2.0	15	-2.0	-12	-1	-2	-7

3 entries from above in another layout:
Structure,CHO-K1 Ca antag,TAAR1 agonist,M1 ag parental,M1 PAM parental,V1aR counter,TAAR1 antag,CHO parental Ca,CHRM1 agonist,OXTR potentiator
CCn1ncc(C(=O)Nc2ccc(F)cc2)c1C,-8,0,0.1,15,-0.1,-6,-6,-2,-4
O=C(NCCCO)/C(=C/c1ccc(-c2cccc([N+](=O)[O-])c2)o1)NC(=O)c1ccccc1,-3,1,0.9,3,-0.6,11,-7,-3,-4
COc1cc(C(=O)OCCCN2CCOCC2)cc(OC)c1OC,-2,2,0.2,-5,.,1,.,-3,.

Carrying on.
SMILES	CHO-K1 Ca antag	TAAR1 agonist	M1 ag parental	M1 PAM parental	V1aR counter	TAAR1 antag	CHO parental Ca	CHRM1 agonist	OXTR potentiator
Cc1cc(C)nc(NC=C2C(=O)OC(C)(C)OC2=O)n1	7	16	-0.3	-18	-1.6	-15	-11	-2	-2
O=C(O)CCCN1C(=O)/C(=C/C=C/c2ccco2)SC1=S	-12	1	1.7	28	2.0	-3	-9	-3	-10
NC(=O)c1ccsc1NC(=O)COC(=O)c1ccccc1F	-22	11	5.8	-5	1.2	23	-16	-1	-8
CN(CC(=O)Nc1ccccc1Cl)C(=O)COC(=O)/C=C/c1cccc(C(F)(F)F)c1	-18	-4	-0.2	20	1.5	-2	-24	-6	-3
O=C(CN1CCN(Cc2ccc(Cl)cc2)CC1)N/N=C/c1c[nH]c2ccccc12	5	6	0.1	-8	3.3	6	1	-2	-5
Cc1ccc(S(=O)(=O)N[C@H](C(=O)OCC(=O)NC(=O)C2CCCCC2)C(C)C)cc1	-16	1	1.2	14	2.0	3	-27	-5	-4
CS(=O)(=O)c1ccc(Cl)c(NC(=O)CCCSc2ccccc2)c1	-5	-2	2.2	-3	0.3	-2	7	-4	-10
C/C(=N/NC(=O)CN1CCN(S(=O)(=O)c2ccc(Br)cc2)CC1)c1ccco1	-2	1	9.4	17	1.4	-5	-16	-10	1
COc1ccc(CCNC(=O)CC2Nc3cc(C)c(C)cc3NC2=O)cc1OC (stereo unspecified)	3	6	0.2	-5	0.2	-5	-12	-3	-9
Cc1c(-c2ccccc2)nc(-c2ccccc2)[nH]c1=O	-9	2	-0.1	25	0.3	18	0	-5	-8
CC1Sc2ccc(S(=O)(=O)N3CCC(C(=O)NCC(C)c4ccccc4)CC3)cc2NC1=O (stereo unspecified)	6	42*	15*	-13	15	46	34*	1	-13
COc1ccccc1C(=O)COC(=O)COc1ccc(C#N)cc1	1	9	-0.5	-22	1.0	-5	-13	-1	-5
CCOc1ccc(NC(=S)N(CCN2CCOCC2)Cc2ccc3c(c2)CCCN3CC)cc1	-7	-2	0.1	2	-0.2	-16	-19	-8	-3
CC(C)C[C@H](NC(=O)c1[nH]cnc1C(=O)Nc1ccc(CNC(=O)OC(C)(C)C)cc1)C(=O)OC(C)(C)C	-29	5	0.1	48*	0.3	27	-32	-1	-10
CC(C)/C=C(/C(=O)c1ccc(Cl)cc1Cl)n1cncn1	-14	1	1.5	14	0.4	-16	-16	-7	-13
COc1ccc(C(=O)N2CCCCC2c2cc(C(=O)NCc3ccc(F)cc3)no2)cc1 (stereo unspecified)	15	5	3.2	-5	.	0	.	0	.
COc1ccc(/C=C/C(=O)Nc2cccnc2Cl)cc1	-15	0	1.2	5	0.4	-4	-2	-4	-2
Cc1ccc(CNC(=O)CCS(=O)(=O)c2cc3c(cc2Cl)NC(=O)CO3)o1	-12	1	0.9	20	-0.2	-9	-6	-3	-5
CCOc1cc(C(=O)Nc2ccc(S(=O)(=O)NC3=NCCCCC3)cc2)cc(OCC)c1OCC	-3	-1	-1.0	-4	-0.6	-5	-13	-13	-4
CCN(CC)S(=O)(=O)c1ccc(N2CCOCC2)c(NC(=O)c2cccc3ccccc23)c1	4	12	4.5	13	6.8	40	-18	-3	-11
CSc1nc2ccccc2n1CC(=O)Nc1ccccc1	-3	7	0.8	18	-0.1	-9	20	-3	-2
COc1ccccc1N1C(=O)[C@@H]2[C@H](C1=O)[C@H](C(=O)c1ccc(OC(C)=O)cc1)N1N=CC=C[C@@H]21	.	4	.	.	-0.1	1	2	.	-3
COc1ccc(N2CCN(C(=O)Cc3ccc(Br)cc3)CC2)cc1	-10	-2	3.1	16	2.5	-21	-6	-1	-7
COc1ccc(C(CC(=O)N2CCOCC2)c2c(OC)cc(OC)c3ccc(=O)oc23)cc1 (stereo unspecified)	-8	3	0.1	34	0.1	15	-4	-3	-7
COc1ccc(Cl)cc1N(CC(=O)NCC(C)C)S(=O)(=O)c1ccc(C)c([N+](=O)[O-])c1	19	2	-0.3	-11	-0.1	-14	-21	-4	-9
CCOc1ccc(NC(=O)N(O)C2(C#N)CCCCC2)cc1	-19	1	1.1	14	.	-17	.	-2	.
COc1ccc(CC(=O)NC2=NCCS2)cc1	-12	10	0.5	23	1.3	-12	2	-3	-8
CCOC(=O)c1nn(-c2ccc(F)cc2)c(C)c1C(C)=O	10	9	-0.2	8	0.1	-14	-12	-1	-7
COc1ccc(-c2csc(N(CC(C)C)C(=O)c3ccco3)n2)cc1	-5	4	0.1	2	0.2	-23	-17	1	-8
Cc1nnc(SCC(=O)Nc2cccc(N)c2)n1-c1ccccc1	-14	-1	0.1	13	0.2	0	-5	-5	2
Clc1ccccc1CSc1ncccn1	-4	2	-0.2	5	-0.9	-10	8	-4	-2
O=C(NCC1COc2ccccc2O1)c1cccc(S(=O)(=O)N2CCCCC2)c1 (stereo unspecified)	-4	5	2.6	0	5.5	27	-12	-3	-8
Cc1ccc(S(=O)(=O)N(C)C)cc1NC(=O)CSc1ccc2c(c1)OCCO2	8	1	0.9	-12	1.3	-3	-19	-1	-4
CN=C1SC(CC(=O)Nc2sc3c(c2C#N)CCCC3)C(=O)N1C (stereo unspecified)	-13	1	0.0	14	2.7	-5	-16	0	-10
CCOC(=O)C1CCCN(C(=O)C2CCN(S(=O)(=O)N3CCC4(CC3)OCCO4)CC2)C1 (stereo unspecified)	-16	10	0.9	13	0.4	-10	-4	-1	-9
O=C(CSc1cccc[n+]1[O-])NN(c1ccccc1)c1ccccc1	-6	5	0.5	-1	0.3	-30	-8	-2	-3
O=C1CC(N2CCN(c3ccccc3)CC2)C(=O)N1CCc1ccccc1 (stereo unspecified)	-20	9	2.2	30	1.4	7	-24	-2	-12
NC(=O)c1cc[n+](CC2=C(C(=O)O)N3C(=O)[C@@H](NC(=O)C(c4ccccc4)S(=O)(=O)[O-])[C@H]3SC2)cc1 (stereo partly specified)	0	.	0.6	12	0.6	.	1	-1	-7
CN1CCN(Cc2nc3ccccc3c(=O)n2Cc2nc(-c3ccc4ccccc4c3)cs2)CC1	-7&-5	10&11	1.1&-0.2	13&7	3.5	-10&-20	1	-1&-7	-6
COc1ccc(S(=O)(=O)N(CC(=O)Nc2ccc(S(=O)(=O)N3CCOCC3)cc2)c2ccccc2)cc1	1	3	3.8	16	0.1	19	-6	-5	-11
Cc1cccc(N(C)S(=O)(=O)c2cc3c(cc2C)n(C)c(=O)c(=O)n3C)c1	9	1	1.1	-2	-0.5	-3	-3	-1	-8
O=C(CCSCc1cccc(Cl)c1)NCCc1ccccc1	-12	0	0.2	16	1.2	10	-28	-6	-4
C/C(=C1/SC(=S)N(CCC(=O)O)C1=O)c1ccc(O)cc1	14	1	0.1	-7	3.8	8	7	-2	-10
Cc1ccc(NC(=O)c2ccc(Oc3ncccn3)cc2)cc1	-17	11	1.3	11	1.4	-27	3	1	-3
CSc1nsc(SCC(=O)Nc2ccc(F)cc2)n1	7	6	2.4	-17	5.2	-10	-3	-2	-5
